mcGAS inh = inhibitors of mouse cGAS | 160,000 tested, 0.15% active | inhibition, % at 12.5 µM | AID 1259399 | Q8C6L5 | recombinant cGAS, Kinase-Glo ATP depletion luminescence;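 note: 0% = negative control wells and 100% = reference inhibitor with no enzyme activity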
hcGAS lum = human cGAS inhibition | Q8N884 | recombinant h-cGAS, ATP depletion, Kinase-Glo luminescence | inhibition, % at 12.5 µM | 290,000 tested, 0.081% active;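 note: 0% = vehicle reaction and 100% = reaction without DNA for no activity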
Target sequence (Q8N884 whole entry, looked up): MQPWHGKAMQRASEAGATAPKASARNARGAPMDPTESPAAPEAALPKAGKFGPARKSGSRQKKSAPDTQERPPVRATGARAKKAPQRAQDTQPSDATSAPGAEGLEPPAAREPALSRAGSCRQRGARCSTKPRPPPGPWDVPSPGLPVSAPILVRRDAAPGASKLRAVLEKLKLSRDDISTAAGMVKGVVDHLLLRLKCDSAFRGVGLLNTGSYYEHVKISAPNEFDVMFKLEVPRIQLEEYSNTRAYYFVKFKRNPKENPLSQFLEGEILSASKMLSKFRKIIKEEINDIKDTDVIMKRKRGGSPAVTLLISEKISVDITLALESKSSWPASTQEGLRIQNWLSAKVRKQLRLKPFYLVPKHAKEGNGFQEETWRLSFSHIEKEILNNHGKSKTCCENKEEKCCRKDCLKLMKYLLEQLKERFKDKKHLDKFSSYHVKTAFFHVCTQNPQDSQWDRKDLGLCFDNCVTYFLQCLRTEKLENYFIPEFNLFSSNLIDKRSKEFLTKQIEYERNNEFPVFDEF
NPYLR7 ag = activates Aedes aegypti NPYLR7 receptor. HEK293T NPYLR7/Galpha15, GCaMP6s calcium fluorescence. activation, % at 10 µM. 270,000 tested, 0.15% active; in the data active = activation above about 40%;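 note: 0% = vehicle and 100% = reference agonist at the receptor; some compounds past the cut are filed as inactive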
Numbers without * were called inactive; . = not tested or not shown; & = joins results of further samples. Cut-off read from the data, not from the text of the source, unless noted: active = inhibition above about 40%; inactive = the rest.

SMILES	mcGAS inh	hcGAS lum	NPYLR7 ag
CCn1c(SCC(=O)Nc2sccc2C(N)=O)nnc1C1CC1	.	-9	1
Cc1ccc(-c2[nH]ncc2CNCCCN(C)C)cc1	.	-6	3
COCCOc1nc(-c2cccc(C(F)(F)F)c2)n(-c2ccc(NC(=O)c3ccc(Br)cc3)cc2)n1	-6	-15	-8
CNC(=O)CN1CCN(C(=O)c2cc3c(F)cccc3[nH]2)CC1=O	.	-10	0
Cc1ccc(CN(CCN2CCOCC2)Cc2ccc(C(O)(c3ccccc3)c3ccccc3)o2)cc1	-3	-3	3
Cc1ccc2cc(C3(O)CCN(C(=O)COc4cccnc4)CC3)ccc2n1	.	-5	-5
CN(Cc1ccc2c(c1)OCCO2)S(=O)(=O)c1ccc(C(F)(F)F)cc1	-2	3	5
O=C(Nc1cccc(F)c1)C(C1CCCC1)N1CCN(C(=O)CCc2ccccc2)CC1 (centres undefined)	-5	-4	-3
COCCN=c1scc(-c2ccc(OC)cc2)n1N=Cc1ccc2c(c1)OCCO2	-9	-6	5
Cc1nc2cc(NC(=O)C(C)Oc3ccc(Cl)cc3)ccc2o1 (centres undefined)	.	-5	6
O=C1C(c2cccc(Br)c2)=Nc2ccccc21	.	-2	2
CN(C)C(C(=O)Nc1nccs1)c1c(F)cccc1Cl (centres undefined)	.	-4&-8	-3&-1
Cc1ccc(C)c(N2CCN(C(=O)c3ccc4c(=O)nc5c(-c6ccccc6)n[nH]n5c4c3)CC2)c1	-3	3	-1
O=C(CCn1ccc(=O)[nH]c1=O)N(Cc1ccccn1)CC1CCCO1 (centres undefined)	-7	-4	5
Cc1ccc2oc(-c3cccc(NC(=O)c4cc([N+](=O)[O-])ccc4Cl)c3C)nc2c1	-6	-7	-3
O=c1nc(SCc2cccnc2)c2c([nH]1)CCC2	-9	-5	0
COc1ccc(-c2nnc(NC(=O)c3ccccc3C)s2)cc1OC	-5	-6	-9
CC1(C(=O)Nc2nccs2)CCN1C(=O)CCc1cccs1 (centres undefined)	-5	-10	7
O=C(CN(C1CC1)S(=O)(=O)c1cc(Cl)ccc1Cl)N(Cc1ccc(F)cc1)Cc1cccs1	-3	-6	-4
Cc1[nH]c2ccccc2c1CC(=O)NCc1ccc(CN2CCCC2)cc1	3	9	-7
O=S(=O)(c1ccc(Br)cc1Br)N1CCCCC1	.	-3	1
CCOC(=O)N1CCN(c2nc(NCCO)c3cnn(-c4ccc(Cl)cc4)c3n2)CC1	0	0	2
CCOC(=O)C1CSCCN1C(=O)COc1ccccc1C (centres undefined)	.	-16	5
CCN(CC(=O)Nc1ccc(OC)cc1)Cc1noc2c1CCCC2	.	-7	0

As entered above:
Cc1ccc2oc(-c3cccc(NC(=O)c4cc([N+](=O)[O-])ccc4Cl)c3C)nc2c1 | NPYLR7 ag: -3
CCOC(=O)C1CSCCN1C(=O)COc1ccccc1C (centres undefined) | hcGAS lum: -16

Later entries
SMILES	mcGAS inh	hcGAS lum	NPYLR7 ag
Cc1ccsc1[C@@H]1CCN(C(=O)CCCn2cncn2)C[C@H]1O	.	-6	9
CN(CCNC(=O)C(F)(F)F)C(=O)C1CCCCN1Cc1ccc(-n2ccnc2)cc1 (centres undefined)	.	1	8
Cc1cc(C)n(-c2cccc(CN3CCCC4(CC3)CNC(=O)O4)c2)n1 (centres undefined)	-12	-13	17
Cc1ccc(OCc2nc(C(=O)NCc3ccccn3)cs2)cc1C	-2	-4	13
COc1cccc(NC(=O)N2CCN(c3nc(-c4cccc(C)c4)nc(C)c3C(C)C)CC2)c1	-5	-13	-1
CSc1ccc(CN2CCC(C)(Oc3cnc(Cl)c4ccccc34)C2)cc1 (centres undefined)	.	-8	4
CCN1C(=O)NC(c2cc([N+](=O)[O-])ccc2O)C(C(=O)OC)=C1C (centres undefined)	-9	-6	2
CCC(C)C(NCC(O)Cc1ccccc1)c1nc(-c2ccc3c(c2)OCO3)no1 (centres undefined)	-4	-4	-3
COc1ccccc1CNC1CC2CCC1(C)C2(C)C (centres undefined)	.	-5	7
Cc1c(CN(C)C(=O)C(=O)c2ccco2)cnn1C	-16	-3	12
O=S1(=O)c2cccnc2OC(COc2ccccc2)CN1Cc1cccs1 (centres undefined)	-4	-2	14
NC1(C(=O)O)CCN(Cc2ccccc2-c2ccco2)C1 (centres undefined)	.	-7	5

Entries of single compounds as entered above. Screens in order: mcGAS inh | hcGAS lum | NPYLR7 ag
Cc1cc(C)n(-c2cccc(CN3CCCC4(CC3)CNC(=O)O4)c2)n1 (centres undefined) as listed: -12 | -13 | 17
NC1(C(=O)O)CCN(Cc2ccccc2-c2ccco2)C1 (centres undefined) as listed: . | -7 | 5
Cc1c(CN(C)C(=O)C(=O)c2ccco2)cnn1C as listed: -16 | -3 | 12
Cc1ccc(OCc2nc(C(=O)NCc3ccccn3)cs2)cc1C as listed: -2 | -4 | 13
CSc1ccc(CN2CCC(C)(Oc3cnc(Cl)c4ccccc34)C2)cc1 (centres undefined) as listed: . | -8 | 4

Continuation.
SMILES	mcGAS inh	hcGAS lum	NPYLR7 ag
c1ccc(CN2CCC(n3ccnc3-c3cnc[nH]3)C2)cc1 (centres undefined)	.	-3	-3
O=c1c(=Cc2ccncc2)sc2n1CN(c1ccc(I)cc1)CN=2	.	-6	-11
O=c1c2sccc2nc(SCCO)n1-c1ccccc1	.	-11	2
CCCC(c1ccccc1)n1ccnc1-c1nccn1C (centres undefined)	-10	-4	3
CCCOc1c(Cl)cc(C=CC(=O)N(C)C2CCS(=O)(=O)C2)cc1OC (centres undefined)	.	5	-1
Cc1cc(C)c(C)c(S(=O)(=O)NCC(=O)NCC2CCCO2)c1C (centres undefined)	-7	-6	-1
Cc1ccc(C)c(OCCNC(=O)c2cc(=O)[nH][nH]2)c1	.	2	3
Cc1cc(C(=O)N2CCN(c3c4c(nc5ncnn35)CCCC4)CC2)n(C)n1	-5	-4	.
O=C(CN1CCc2sccc2C1)N1CCN(C2CCCC2O)CC1 (centres undefined)	.	-6	3
Cn1c(N2CCC(C(=O)Nc3ccccc3)CC2)c(C#N)c(=O)n(C)c1=O	.	-4	2
Cc1cc(=O)[nH]c(Sc2c(C)c3cc4c(cc3[nH]c2=O)OCO4)n1	.	-4	0
C=CCOc1ccc(C(=O)N2CCC(=O)NCC2C)cc1OCC (centres undefined)	-11	-10	.
O=c1c2nnc3c(-c4ccccc4)cnn3c2ccn1CCc1ccccc1	.	-8	0
O=C(Nc1cccc(C(=O)O)c1)/C(=C\c1ccc2c(c1)OCO2)NC(=O)c1ccc(Br)o1	0	5	5
C=c1cc(C)n(CC(=O)Nc2cccc(Cl)c2C)c(=O)c1=C1N=C(c2ccc(OC)cc2)NO1	0	-1	-2
CC(C)NC(=S)N1CCCN(C)CC1	-6	-4	6
CCOC(=O)C(C)(C)Oc1cccc2c1S(=O)c1ccccc1-2 (centres undefined)	.	-2	-7
CC(CNC(=O)OC(C)(C)C)N(C)Cc1cn2ccccc2n1 (centres undefined)	.	-7	0
C=CCOC(=O)c1sc(N2C(=O)C(O)=C(C(=O)c3cccs3)C2c2ccc(F)cc2)nc1C (centres undefined)	-3	-2	1
O=C(CCc1ncc(-c2ccccc2F)o1)N1CCN(S(=O)(=O)c2ccccc2)CC1	.	-4	2
CCOC(=O)C1CCCN(C(=O)c2cccc(Nc3c(Oc4ccc5c(c4)CCC5)cnn(-c4ccc(Cl)c(Cl)c4)c3=O)c2)C1 (centres undefined)	-4	-5	12
O=C(c1cc(-c2ccccc2)nc2cc(-c3ccccc3)nn12)N1CCN(c2ccccc2F)CC1	-10	-11	11
COC(=O)C(CC(C)C)NC(=O)N1CCOCC1 (centres undefined)	-5	-6	.
CCOC(=O)C1=C(C)NC(=O)NC1c1ccc(O)c(OC)c1 (centres undefined)	-5	2	-15
C=CCn1c(-c2ccccc2)nnc1S(C)(=O)=O	-5	-2	7
CCOc1ccccc1NC(=O)N1CCN(c2nc(-c3cccc(C(F)(F)F)c3)nc(C)c2C)CC1	-1	-2	-5
Cc1ccc(-c2cc(C(=O)N3CCCC3Cn3cccn3)n[nH]2)o1 (centres undefined)	.	-8	0
Cc1cccc(NC(=O)C(C2CCCC2)N2CCN(C(=O)NC(C)(C)C)CC2)c1 (centres undefined)	-3	-2	5
COc1ccc(NC(=O)CCN(CCCN2CCOCC2)c2nc(C3CC3)nc3ccccc23)cc1	1	1	-1
Cn1cc(S(=O)(=O)N2CCCCC2CCc2ccccc2)cn1 (centres undefined)	-15	-6	-1
CCS(=O)(=O)Nc1ccc2c(c1)C(=O)N(C)c1cc(C)ccc1O2	.	-1	6
Fc1ccc(-c2nc(N3CCN(c4ccccc4Cl)CC3)c3ccccc3n2)c(F)c1	-6	-7	3
O=C(NCc1ccsc1)N1CCn2c(nnc2-c2ccccc2)C1	.	-8	0
O=C1/C(=C/c2ccc(O)cc2)C(N2CCOCC2)=NN1c1ccc([N+](=O)[O-])cc1	-6	-8	1
CCOC(=O)c1c(C)nc2c(c1-c1ccccn1)C(O)CCC2 (centres undefined)	-3	-2	-2
Cc1c(N)cnn1-c1ccccc1F	.	-11	5
CC(C)CCC(C)NC(=O)CS(=O)(=O)Cc1ccc(C(C)C)cc1 (centres undefined)	-14	-2	-2
COc1ccccc1NC(=O)N(Cc1nnc2n1CCCCC2)c1ccc(C)cc1	.	-3	-3
COc1cccc(CCNC(=O)c2cn(CCN3CCCCC3)nn2)c1OC	-10	-9	6
N#Cc1ccc(NC(=O)NCc2ccn(-c3ccccc3)n2)cc1	.	-2	21
Cc1cc(C)c(-c2cc(C(=O)N(CCC(=O)NCCN(C)C)Cc3ccccc3)no2)c(C)c1	.	-4	16
CC(=O)NCCNc1nc2cc(-c3ccccc3CO)sc2c(=O)n1C	.	-5	6
CCOCCCNC(=O)c1cc(NC(=O)c2ccc([N+](=O)[O-])cc2)ccc1N1CCN(c2ccccc2OC)CC1	-6	-3	1
CCN(CC)CCN(C(=O)C1=COCCO1)c1nc2ccc(F)cc2s1	0	0	-7
CCOC(=O)c1sc2nc(CNC(C)C)nc(NC(C)C)c2c1C	-4	-2	1
O=C(Nc1cccc2c1CCCC2)c1ccccc1S(=O)(=O)N1CCCCC1	.	-2	11
CSC(C)C(=O)NCc1nc(C)cs1 (centres undefined)	0	1	-5
O=S(=O)(Cc1ccccc1)NC1CCOc2ccccc21 (centres undefined)	-1	-1	-2
COc1cc(C(=O)NCc2cccnc2)ccc1Oc1nc(Cc2ccc(F)cc2)ns1	-3	-4	2
Cc1ccc(F)cc1C(=O)N1CCC(n2cnc3cc(C(F)(F)F)ccc32)CC1	-10	-7	8
O=C(Cc1ccccc1)NNC(=O)c1cccn(Cc2ccc(F)cc2)c1=O	-7	-7	-11
N#Cc1c2n(c3c(=O)n(CC(=O)c4ccc(Br)cc4)cnc13)CCCCC2	-6	-5	-1
CCCNC(=O)N(Cc1nccn1Cc1ccc(F)cc1)CC(C)C	-3	9	4
CC(=O)Nc1ccc(S(=O)(=O)N2CCC(C(=O)NC3CCCC[C@H]3NC(=O)c3ccccc3)CC2)cc1 (some centres undefined)	-6	-7	1
Cc1c(C(C)(C)C)sc(=NS(=O)(=O)c2ccc(Cl)cc2)n1C	-6	-12	4
CCOC(=O)c1ccc(NC(=O)N2CCc3nc(Cc4cccc(F)c4)nc(N4CCOCC4)c3C2)cc1	-6	-6	9
NS(=O)(=O)C=Cc1ccc(Cl)cc1	-2	2	-1
CCCC(=O)NCCN1C(=O)SC(=Cc2ccc(C)cc2)C1=O	-3	-1	-1
Cc1ccccc1-c1nc(SC2CCCC2)c2c(=O)n(C)c(=O)n(C)c2n1	-6	-4	-2
OCc1ccccc1-c1ccc(O)c(-c2ccno2)c1	-11	-7	-2

Reformatted field by field: 4 of the compounds above.
Structure: CC(=O)Nc1ccc(S(=O)(=O)N2CCC(C(=O)NC3CCCC[C@H]3NC(=O)c3ccccc3)CC2)cc1 (some centres undefined)
  mcGAS inh = -6; hcGAS lum = -7; NPYLR7 ag = 1
Structure: N#Cc1c2n(c3c(=O)n(CC(=O)c4ccc(Br)cc4)cnc13)CCCCC2
  mcGAS inh = -6; hcGAS lum = -5; NPYLR7 ag = -1
Structure: NS(=O)(=O)C=Cc1ccc(Cl)cc1
  mcGAS inh = -2; hcGAS lum = 2; NPYLR7 ag = -1
Structure: CCOC(=O)c1ccc(NC(=O)N2CCc3nc(Cc4cccc(F)c4)nc(N4CCOCC4)c3C2)cc1
  mcGAS inh = -6; hcGAS lum = -6; NPYLR7 ag = 9

Continued.
SMILES	mcGAS inh	hcGAS lum	NPYLR7 ag
CCCn1c(N2CCN(Cc3c(Cl)cccc3Cl)CC2)nc2c1c(=O)[nH]c(=O)n2C	.	-5	11
O=C1OC(/C=C/c2ccccc2)=NC/1=C/c1ccc(Cl)cc1	.	-1	-2
CCN(CC)CCNc1c([N+](=O)[O-])c(=O)n(C)c2ccccc12	.	-8	11
COc1cccc(C(C2Sc3nc(C)nn3C2=O)N2CCN(C)CC2)c1 (centres undefined)	.	-7	8
COc1ccccc1C1c2cccn2CCCN1Cc1cccnc1 (centres undefined)	-6	-9	7
CC(C)SC(NC(=O)OCc1ccccc1)C(=O)N1CCN(C(=O)c2ccco2)CC1 (centres undefined)	-5	-4	-11
COC(=O)[C@@H]1C(c2c(OC)cc(OC)cc2OC)=NO[C@H]1C(=O)OC	.	-11	-3
COc1nc(N/N=C(/C)c2nonc2C)nc(N2CCOCC2)n1	-6	-7	1
Cc1ccc(NC(=O)CSc2c(CC(C)C)cnc3c2c(=O)n(C)c(=O)n3C)cc1Cl	-9	-7	2
O=[N+]([O-])c1ccc(Oc2ccc(-c3ccccc3)cc2)cc1	-2	0	21
COc1cc(C(=O)NCCn2ncc3c(=O)n(Cc4ccc(F)cc4)cnc32)cc(OC)c1OC	-9	-6	-5

Screening data from PubChem.
